Mcl1-Noxa inh – Mcl-1/Noxa interaction inhibition. inhibition, % at 21.7 µM. Q07820. TR-FRET Mcl-1/Noxa peptide binding, 2 h. hit rate 1.5% among 220,000;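 active means compounds that cut the protein-peptide binding signal by more than 50% relative to plate controls in a single-dose test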;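 further: His-tagged Mcl-1 with rhodamine Noxa BH3 peptide and terbium anti-His antibody; 0% = Mcl-1 plus Noxa peptide wells and 100% = peptide-only wells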
Target sequence (Q07820 whole entry, looked up): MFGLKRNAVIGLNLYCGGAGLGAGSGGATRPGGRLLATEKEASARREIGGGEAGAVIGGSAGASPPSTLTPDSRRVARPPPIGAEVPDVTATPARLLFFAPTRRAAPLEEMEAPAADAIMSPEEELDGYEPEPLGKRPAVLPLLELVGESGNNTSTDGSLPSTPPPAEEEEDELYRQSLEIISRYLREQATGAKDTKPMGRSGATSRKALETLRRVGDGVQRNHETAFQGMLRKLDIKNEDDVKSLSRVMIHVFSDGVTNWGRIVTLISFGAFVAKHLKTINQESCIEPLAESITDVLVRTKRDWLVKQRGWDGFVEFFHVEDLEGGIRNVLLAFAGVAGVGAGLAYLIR
Mcl-1 Bim block – disrupts Bim peptide binding to human Mcl-1; Q07820; Bead-based flow cytometry, Bim peptide-Mcl-1 binding; inhibition, % at 10 µM; hit rate 0.1% among 190,000; AID 1009;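 further: 0% = no compound tracer wells and 100% = peptide blocker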
RGS4-Gao reg – modulates binding of RGS4 to human Galphao; AID 1415; P09471; binding response (% of control), % at 10 µM; Multiplexed bead flow cytometry; actives lie on both sides; hit rate 0.33% among 220,000; in the data active means binding response below about 49% or above about 150%; inactive means in between;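 further: fluorescent Galphao activated with aluminum fluoride binding bead-coupled RGS4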
RGS7-Gao – regulators of human RGS7-Galphao interaction. Multiplexed bead flow cytometry, RGS7-Galphao binding; actives lie on both sides. P09471. binding response (% of control), % at 10 µM. hit rate 0.35% among 220,000; in the data active means binding response below about 49% or above about 150%; inconclusive means no clear call, values can overlap the other calls; inactive means in between;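 further: fluorescent Galphao held in activated GDP-AlF4 state binding bead-coupled RGS7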
Bim-Bcl-2 – inhibitors of Bim-Bcl-2 interaction, human. inhibition, % at 10 µM. AID 950. hit rate 0.06% among 190,000. Bead-based flow cytometry, Bim peptide-Bcl-2 binding. P10415; in the data active means inhibition above about 40%; inconclusive means no clear call, values can overlap the other calls;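 further: 0% = no compound wells with probe peptide and 100% = reference peptide inhibitor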
RGS8-Gao – regulators of human RGS8-Galphao interaction | P09471 | multiplexed bead flow cytometry, RGS8-Galphao binding; actives lie on both sides | response (percent of control binding), % at 10 µM | hit rate 0.34% among 220,000; in the data active means response below about 60% or above about 140%; inactive means in between;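 further: Galphao activated as the GDP aluminium fluoride complex binding bead-coupled RGS8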
Bim-Bcl-B – disrupts Bim peptide binding to human Bcl-B; Q9HD36; AID 951; hit rate 0.073% among 190,000; bead-based flow cytometry; inhibition, % at 10 µM;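 further: 0% = tracer peptide without compound and 100% = reference inhibitor peptide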
Target sequence (Q9HD36 whole entry, looked up): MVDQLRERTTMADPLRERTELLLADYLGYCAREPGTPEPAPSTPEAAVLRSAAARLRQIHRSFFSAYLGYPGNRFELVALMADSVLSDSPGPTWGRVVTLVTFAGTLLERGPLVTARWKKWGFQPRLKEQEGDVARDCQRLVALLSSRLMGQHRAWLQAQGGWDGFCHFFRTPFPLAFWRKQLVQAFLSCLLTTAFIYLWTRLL
Bcl-XL Bim block – disrupts Bim peptide binding to human Bcl-XL | Q07817 | bead flow cytometry, fluorescence | inhibition, % at 10 µM | hit rate 0.04% among 190,000
Target sequence (Q07817 whole entry, looked up): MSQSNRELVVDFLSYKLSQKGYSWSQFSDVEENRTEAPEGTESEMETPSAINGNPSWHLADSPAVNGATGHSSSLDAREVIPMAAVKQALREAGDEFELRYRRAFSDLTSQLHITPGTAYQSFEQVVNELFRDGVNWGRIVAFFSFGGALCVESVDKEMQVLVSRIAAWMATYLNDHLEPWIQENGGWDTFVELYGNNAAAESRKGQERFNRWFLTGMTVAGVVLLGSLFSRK
Bcl-W Bim block – disrupts Bim peptide binding to human Bcl-W. Q92843. hit rate 0.02% among 190,000. bead-based flow cytometry. inhibition, % at 10 µM;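 further: 0% = bound tracer without compound and 100% = peptide blocker; higher means less fluorescent Bim peptide bound to Bcl-W beads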
Mcl1-Bid inh – disrupts binding of human Mcl-1 to Bid peptide. TR-FRET Mcl-1/Bid-Dy647 peptide binding, 1536-well. inhibition, % at 21.7 µM. hit rate 0.97% among 220,000;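 active means compounds that cut the binding signal by more than half at the single screening dose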;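 further: His-tagged Mcl-1 with europium anti-His antibody binding Bid BH3 peptide; 0% = Mcl-1 plus peptide wells and 100% = peptide-only wells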
Bim-Bfl-1 – human Bim-Bfl-1 interaction inhibition. Q16548. Bead-based flow cytometry, Bim-Bfl-1 binding inhibition. inhibition, % at 10 µM. hit rate 0.12% among 190,000. AID 1008;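 further: 0% = wells without compound plus tracer and 100% = blocker peptide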
* hit, by the source's call; ? = inconclusive; . = not tested or not shown. Unless noted, no stated cut-off is given here; in the data, active means inhibition above about 40%.

Structure,RGS7-Gao,RGS4-Gao reg,Mcl1-Noxa inh,Bim-Bcl-B,Bcl-W Bim block,Mcl-1 Bim block,RGS8-Gao,Mcl1-Bid inh,Bcl-XL Bim block,Bim-Bfl-1,Bim-Bcl-2
COc1ccc(C2C(C(=O)N3CCN(c4ccccn4)CC3)CCC(=O)N2c2ccc(OC)cc2)cc1 (centres undefined),?,102,4,-7,0,0,103,-43,-3,-6,-4
CCOC(=O)/C=c1\s/c(=C\c2ccc(C#N)cc2)c(=O)n1CC(=O)NCc1ccco1,101,101,23,2,8,0,103,20,-2,2,4
CCOC(=O)N1CCN(C(=O)CSc2nnc(Cn3c(=O)sc4ccccc43)n2C)CC1,99,101,-9,-5,-2,0,100,-2,-6,-9,-3
COc1ccc(/C=N/NC(=O)c2cc(C34CC5CC(CC(C5)C3)C4)[nH]n2)cc1O,99,101,26,-8,0,-1,101,-6,-4,-11,-8
Oc1ccc(Br)cc1-c1cc(-c2ccc(Cl)cc2)n[nH]1,95,98,82*,-2,0,-2,102,10,-3,-13,-10
CCCNC(=O)c1ccc2c(=O)c(O)c(-c3cccc(Br)c3)[nH]c2c1,?,109,-94,.,.,.,105,-102,.,.,.
COc1ccc(OC)c(NC(=O)C(=O)NCc2ccncc2)c1,98,96,15,-9,-4,-3,95,-8,-6,-11,-11
O=C(O)c1ccccc1-n1c2ccccc2c2ccccc21,?,104,9,.,.,.,103,7,.,.,.
Cc1nn(-c2ccccc2)c(C)c1C=O,?,111,9,.,.,.,106,-23,.,.,.
CC(NC(=O)COC(=O)CC(c1ccccc1)c1ccccc1)c1ccccc1 (centres undefined),101,100,9,-9,-6,-3,102,7,-8,-12,-7
COc1cccc(-n2cc(CN(C)Cc3nc(Cc4ccccc4)no3)cn2)c1,105,106,0,-3,-3,0,98,-36,-4,-7,-2
COc1ccc(C(=O)O)cc1S(N)(=O)=O,96,97,6,-3,2,-4,99,-3,0,-4,-2
NC(=O)NCCN1CCN(c2ncc(C(F)(F)F)cc2Cl)CC1,?,104,6,-3,2,0,102,-25,-4,-9,-7
O=C(C1CCCO1)N(Cc1ccccc1)c1ccccc1 (centres undefined),100,101,13,-12,-3,-5,102,2,-10,-20,-12
Cc1c(/C=N\NC(=O)c2ccc([N+](=O)[O-])cc2)cnn1C,97,96,0,-1,-3,-2,78,-19,-5,1,1

2 records picked at random from those above:
Structure,RGS7-Gao,RGS4-Gao reg,Mcl1-Noxa inh,Bim-Bcl-B,Bcl-W Bim block,Mcl-1 Bim block,RGS8-Gao,Mcl1-Bid inh,Bcl-XL Bim block,Bim-Bfl-1,Bim-Bcl-2
Cc1c(/C=N\NC(=O)c2ccc([N+](=O)[O-])cc2)cnn1C,97,96,0,-1,-3,-2,78,-19,-5,1,1
Cc1nn(-c2ccccc2)c(C)c1C=O,?,111,9,.,.,.,106,-23,.,.,.

Continued.
Structure,RGS7-Gao,RGS4-Gao reg,Mcl1-Noxa inh,Bim-Bcl-B,Bcl-W Bim block,Mcl-1 Bim block,RGS8-Gao,Mcl1-Bid inh,Bcl-XL Bim block,Bim-Bfl-1,Bim-Bcl-2
C=CCn1c(N)c(C(=O)Nc2cccc(C)c2)c2nc3ccccc3nc21,102,100,20,5,3,3,97,-10,4,4,1
CCCCCC(=O)Nc1ccc(C(=O)N/N=C/c2ccc([N+](=O)[O-])cc2)cc1,96,95,29,-13,-10,-8,100,5,-8,-16,-11
C/C=C/c1ccc(OCC(=O)OCc2csc(Nc3ccc(C)cc3)n2)c(OC)c1,103,100,12,-2,0,-1,96,-31,-3,4,2
c1ccc(-n2c(Sc3cnccn3)nnc2-c2cccs2)cc1,97,99,.,-14,-6,-6,102,-39,-18,-19,-10
CCOC(=O)C1(Cc2cccc(F)c2)CCN(CC(O)CO)CC1 (centres undefined),?,100,0,.,.,.,100,-13,.,.,.
CCC1Oc2ccccc2N(CC(=O)NCc2ccco2)C1=O (centres undefined),94,96,-6,-4,-2,-2,95,-49,-2,0,0
COc1ccccc1N1CCN(C(c2ccccn2)c2nnnn2C2CCCCC2)CC1 (centres undefined),102,103,4,-1,6,2,104,-22,0,-6,-8
S=C(NCc1ccccn1)Nc1ccc(Cl)cc1,99,99,27,2,-6,-4,98,-3,0,-2,3
COc1ccc(CCN(C)c2ccc(S(=O)(=O)N3CCCC3)cc2[N+](=O)[O-])cc1OC,105,105,10,-13,-8,-6,103,-21,-11,-19,-11
COc1ccc(-n2c(COc3cccc(C)c3)nnc2SCC(=O)NCc2ccco2)cc1,99,103,0,-15,-4,-4,99,-15,-7,-11,-8
O=C(O)CCCC(=O)Nc1ccc(OCc2nc3ccccc3s2)cc1,113,93,-1,-39,-3,-11,92,-28,-12,11,-7
Cc1cc(C)cc(OCCCC(=O)O)c1,108,104,-4,-10,3,0,101,-13,1,-8,-8
O=C(CCCCCNC(=O)c1ccccc1Br)N=Nc1c(O)[nH]c2ccccc12,?,102,10,2,4,1,105,-34,6,-2,0
CCCOc1cc(C)c(Cl)cc1S(=O)(=O)N(CC)CC,98,98,9,-3,-2,1,99,-2,-2,-1,0
S=C(NCc1cccnc1)Nc1ccc(Cl)c(Cl)c1,100,100,21,-9,-1,-3,97,-27,-3,1,-2
CCC1CCCCN1C(=O)C1CC(c2cc(Cl)c(OC)cc2OC)=NO1 (centres undefined),103,99,2,-5,1,2,100,-12,-2,-14,-9
Cc1[nH][nH]c(=O)c1C=NCc1cccs1,?,98,4,-3,0,0,99,-16,-1,-4,-4
COc1ccc(C2CC(=O)C(C3NCCc4ccccc43)=C(O)C2n2cncn2)cc1 (centres undefined),93,96,6,-2,0,-1,94,-8,-2,-5,-4
CCCCN(C(=O)CNC(=O)c1ccco1)C(C(=O)NC1CCCCC1)c1ccc(OC)cc1OC (centres undefined),99,103,-5,-9,-1,1,101,-25,-6,-11,-8
C/C(=N/NC(=O)c1ccccn1)c1ccc(O)cc1,?,96,1,.,.,.,103,96*,.,.,.
Cc1cccc2c(=O)c(Br)c(C)n(Cc3ccccc3)c12,?,98,9,-2,-1,0,99,-27,0,-5,-6
CN(C)c1nc(C(=O)Nc2ccccc2)nc(N(C)C)n1,105,104,11,-6,0,-3,105,3,-4,-9,-11
Brc1ccc(-c2csc(-c3ccncc3)n2)cc1,91,93,11,-8,-2,-5,98,-16,-1,0,0
O=c1ccc(/C=C/c2ccccc2)nn1Cc1ccccc1Cl,111,106,0,-7,3,-1,100,12,-3,-11,-7
O=C(CCc1nnc(-c2ccc3c(c2)OCO3)o1)N(Cc1ccncc1)CC1CCCO1 (centres undefined),92,73,1,-9,-2,-1,83,-8,-5,-5,-3
CN1CCN(C(=O)c2cc(-c3ccco3)on2)CC1,105,105,4,-7,0,-3,102,-3,-2,-12,-10
Cc1c(NC(=O)c2ccc3c(c2)OCO3)cccc1-c1nc2ncccc2o1,105,103,-12,-7,-5,-3,103,-14,-11,-9,-7
Cc1cc(OCCn2cnc3ccccc3c2=O)ccc1[N+](=O)[O-],99,101,9,0,-1,1,103,-31,-3,0,0
Cc1ccc(NC(=O)CSc2nnc(Cn3cnc4ccccc43)o2)cc1,98,101,-4,-14,0,0,101,-28,-9,-10,-10
C=C1CCN(C(C(=O)OC)C(C)C)S(=O)(=O)c2ccccc21 (centres undefined),?,81,2,.,.,.,90,-44,.,.,.
CC(=O)Nc1ccc(S(=O)(=O)N(C)CC(=O)OCC(=O)Nc2ccc3c(c2)OCO3)cc1,102,100,-2,-2,-1,-2,105,-41,-4,0,0
O=c1nc2s/c(=C\c3ccco3)c(=O)n2nc1Cc1ccccc1,101,101,22,-8,2,0,100,-5,-2,-7,-5
O=C(CN(C(=O)CCC(=O)Nc1ccccn1)c1ccc2c(c1)OCCO2)NCCc1ccccc1,107,106,-2,-4,-4,-3,106,-2,-6,-5,-4
Cc1ccc(-c2noc(CSc3nnc(Cc4cccs4)n3-c3ccccc3)n2)cc1,102,104,9,-12,-3,0,104,6,-4,-11,-8
C/C(=N\Nc1cccc(C(=O)O)c1)c1cc2ccccc2o1,?,100,4,-6,-3,-1,99,-36,-2,-9,-6
CC(C)Cn1c(N)c(C(=O)COC(=O)c2ccccc2F)c(=O)n(C)c1=O,102,101,-19,-1,1,-3,112,1,2,0,-2
CCOC(=O)N1CCC(NC(=O)c2cc(C(=O)Nc3cccc(OC)c3)ccc2CO)CC1,101,102,10,-7,0,-1,102,-18,-4,-17,-5
CC1=CC(C)(C)N(S(=O)(=O)c2ccc(C)cc2)c2ccc(C)cc21,101,102,2,-8,-2,-5,101,-11,-7,-20,-11
Cc1nn(CC(=O)Nc2ccc(S(=O)(=O)N(C)C)cc2)c(C)c1[N+](=O)[O-],103,100,4,-14,-8,-7,101,-4,-10,-9,-10
CCOC(=O)c1ccc(COc2nc3ccccc3nc2-c2ccccc2NC(C)=O)o1,102,99,-33,-6,-4,-1,101,-15,-11,-15,-9
CC(Sc1nc(O)c(-c2ccccc2)c(=O)[nH]1)C(=O)Nc1ccc(Cl)cc1 (centres undefined),96,95,11,6,12,3,98,-1,6,3,5
CC(Sc1nc2ccccc2s1)C(=O)Nc1ccc2c(c1)OCO2 (centres undefined),92,90,23,-8,-1,-2,98,-30,-3,-17,-8
COc1ccc(CNC(=O)C2CCN(C(=O)N3CCOc4ccc(C)cc43)CC2)cc1,106,106,11,-3,-5,1,103,-6,-4,-4,-4
CCOC(=O)c1sc(NC(=O)CNCc2ccccn2)c(C(=O)OCC)c1C,?,109,-53,.,.,.,108,-49,.,.,.

Bioassay records as filed in PubChem.
